PAFAH2 inh: inhibitors of human PAFAH2; recombinant PAFAH2, FP-rhodamine activity probe, fluorescence polarization; hit rate 0.99% among 340,000; AID 492956; inhibition, % at 3.39 µM; Q99487;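 active means inhibition above the mean over all tested compounds plus 3 SD, cut at about 30% in these data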;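 further: inhibitors block probe labeling of enzyme so polarization drops; 0% = enzyme with DMSO and 100% = wells lacking PAFAH2 protein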
proCasp7 act: activates human procaspase-7, counter-screen for procaspase-3 activators. activation, % at 8.5 µM. recombinant procaspase-7, Ac-DEVD-pNA absorbance 405 nm; D23A/D198A/D206A triple mutant, cannot self-cleave; scale: DMSO 0, 5 µM enzyme 100. hit rate 0.093% among 330,000. AID 463210;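 active means percent activation above the screen-wide mean plus 3 SD, cut at about 25% in these data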
Target sequence (P55210 whole entry D23A/D198A/D206A): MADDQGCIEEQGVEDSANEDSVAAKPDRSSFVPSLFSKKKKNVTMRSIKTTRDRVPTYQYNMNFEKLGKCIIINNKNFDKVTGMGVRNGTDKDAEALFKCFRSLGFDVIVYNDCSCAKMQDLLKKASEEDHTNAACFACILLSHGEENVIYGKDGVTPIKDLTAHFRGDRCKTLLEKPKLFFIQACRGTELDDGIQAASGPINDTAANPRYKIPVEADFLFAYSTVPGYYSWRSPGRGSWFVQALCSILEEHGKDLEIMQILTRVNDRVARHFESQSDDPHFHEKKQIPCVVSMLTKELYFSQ
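signal = Epi-absorbance of released pNA at 405 nm, two timepoints | assay system = Uncleavable procaspase-7 mutant enzyme | reagent = Ac-DEVD-pNA substrate, 400 µM as added | times = 1 h enzyme–compound preincubation and 2 h substrate reaction, both 25 °C | benchmarks = low DMSO alone, high DMSO plus 5 µM PC-7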
core dimer inh: blocks dimerization of HCV core protein; TR-FRET GST/Flag-core106 dimerization, 1536-well; inhibition, % at 5 µM; hit rate 0.33% among 300,000; AID 1899;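 active means inhibition above the mean of all tested compounds plus 3 SD, set per screening campaign, cut at about 45% in these data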
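assay system = GST-tagged and Flag-tagged HCV core protein residues 1-106 | controls = unlabelled core106 and no-GST-core106 wells | incubation = compound-protein-antibody incubation 4 h at 22.5 °C | probe or stimulus = Eu donor and XL665 acceptor anti-tag antibodies | read-out = % inhibition based on acceptor/donor emission ratio | signal = TR-FRET 671 and 617 nm emission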
procasp3 activ: procaspase-3 (human) activation; P42574; recombinant procaspase-3 D3A, Ac-DEVD-pNA absorbance 405 nm; activation, % at 8.5 µM; hit rate 0.11% among 330,000;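 active means activation above the mean of all tested compounds plus 3 SD, cut at about 21% in these data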;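 further: 0% = DMSO alone and 100% = DMSO wells spiked with extra 5 µM PC-3 D3A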
Target sequence (P42574 whole entry D9A/D28A/D175A): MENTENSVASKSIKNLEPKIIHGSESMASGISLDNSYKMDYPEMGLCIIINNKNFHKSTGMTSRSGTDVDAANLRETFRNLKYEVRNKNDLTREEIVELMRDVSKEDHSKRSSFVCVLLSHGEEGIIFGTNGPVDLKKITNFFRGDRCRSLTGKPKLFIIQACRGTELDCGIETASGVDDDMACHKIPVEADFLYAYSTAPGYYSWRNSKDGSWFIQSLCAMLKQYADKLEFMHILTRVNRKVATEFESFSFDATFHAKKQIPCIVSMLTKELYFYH
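Assay system – Procaspase-3 D3A mutant, all three cleavage aspartates alanine · Controls – DMSO-only low control, 5 µM PC-3 D3A high control · Schedule – 1 h compound preincubation, 2 h substrate hydrolysis at 25 °C · Signal – 405 nm absorbance of p-nitroaniline, reads at 0 and 120 min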
PP1 counter: PP1-alpha (human) inhibition in PP5 counter-screen. hit rate 0.9% among 320,000. P62136. inhibition, % at 6.7 µM. purified PP1alpha, OMFP fluorescence;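 active means inhibition above the mean inhibition of all tested compounds plus 3 SD, computed separately for each screening campaign, cut at about 15% in these data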
Target sequence (P62136 whole entry, looked up): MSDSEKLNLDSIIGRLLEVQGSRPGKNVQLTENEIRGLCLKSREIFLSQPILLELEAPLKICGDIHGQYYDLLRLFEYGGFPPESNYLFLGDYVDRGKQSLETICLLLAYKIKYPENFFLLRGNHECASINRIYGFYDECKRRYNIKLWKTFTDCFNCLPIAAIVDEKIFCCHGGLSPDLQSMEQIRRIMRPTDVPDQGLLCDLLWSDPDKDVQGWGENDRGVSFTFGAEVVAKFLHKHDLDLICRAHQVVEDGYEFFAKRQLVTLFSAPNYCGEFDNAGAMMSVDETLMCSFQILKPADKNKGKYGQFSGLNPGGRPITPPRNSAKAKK
PP5 primary: inhibitors of human protein phosphatase 5 (PP5). purified PP5c, OMFP substrate fluorescence. inhibition, % at 6.7 µM. hit rate 0.18% among 320,000. P53041;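 active means inhibition above the campaign's mean inhibition across all tested compounds plus 3 SD, cut at about 9.5% in these data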;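 further: 0% = DMSO only and 100% = 100 µM cantharidin control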
AHR activator: human AHR activation. AID 2796. hit rate 2.5% among 320,000. P35869. AHR-responsive luciferase reporter cells, luminescence. activation, % at 5 µM; in the data active means activation above about 47%;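 further: 0% = vehicle wells and 100% = reference agonist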
TPT1 inhibitor: inhibitors of Candida albicans tRNA 2'-phosphotransferase TPT1 | recombinant caTPT1, FP RNA substrate dephosphorylation | inhibition, % at 5 µM | hit rate 0.81% among 300,000 | AID 1962;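 active means inhibition above the mean of all tested compounds plus 3 SD, set per screening campaign, cut at about 24% in these data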;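 further: plate controls were DMSO alone for no effect and ferristatin control at 100 nM for full effect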
Fh CTSL1 inh: cathepsin L1 inhibition, PFM18AAP counter-screen. recombinant F. hepatica cathepsin L1, Z-Leu-Arg-MCA fluorescence. inhibition, % at 5.96 µM. hit rate 0.49% among 300,000. AID 1906;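 active means inhibition above the mean of all tested compounds plus 3 SD, set per screening campaign, cut at about 17% in these data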;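 further: 0% = plate median of test compound wells and 100% = 1 µM Z-Phe-Ala-diazomethylketone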
An asterisk follows results filed as active; nt = not tested or not shown.

SMILES	PAFAH2 inh	proCasp7 act	core dimer inh	procasp3 activ	PP1 counter	PP5 primary	AHR activator	TPT1 inhibitor	Fh CTSL1 inh
CC1(C)C=C(c2ccc(C=O)s2)CC(C)(C)N1	5	-1	0	0	-3	-2.0	-1	-2	9
COC(=O)c1cccc(NC(=O)CCc2ccccc2)c1	-1	0	0	-10	-1	0.6	1	-2	-1
O=C(OCc1nnc(-c2ccccc2)o1)C1CC(=O)N(Cc2ccco2)C1 (stereo not drawn)	0	-8	-4	-11	6	3.2	0	1	-14
CSc1cccc(NC(=O)C(C)C)c1	5	6	5	0	-2	-0.8	5	7	4
Cc1ccc(CCP(=O)(O)CN2CCOCC2)cn1	9	-2	-4	7	1	-1.6	0	0	0
Cc1oc2ccccc2c1CNC(=O)N(C)C	-3	6	1	14	11	-1.4	-2	-3	-4
CCOC(=O)C(C)Oc1c(Br)cc(C2NC(=O)NC(C)=C2C(C)=O)cc1OCC (stereo not drawn)	3	0	4	-8	-4	-0.5	-2	3	-2
Cc1cc(SCC(=O)N/N=C/c2ccccc2C(=O)O)c(C)cc1Br	1	1	7	1	-2	0.4	1	-3	2
C1=CN2CCC1C(c1ccccc1)C2 (stereo not drawn)	-4	13	-2	7	-8	-1.6	1	-2	-2
COc1ccccc1NC(=O)CSc1nnc(Cc2cccn2C)n1-c1ccc(F)cc1	-5	-4	7	6	6	0.8	2	-2	-1
CCN(CC)S(=O)(=O)c1ccc(NC(=O)C(C)N(c2ccc(OC)cc2)S(C)(=O)=O)cc1 (stereo not drawn)	2	-2	-2	-2	2	4.5	-2	1	-8
CCCS(=O)(=O)N1CCN(S(=O)(=O)c2ccccc2[N+](=O)[O-])CC1	nt	-4	-1	4	-2	0.7	-3	2	1
COc1ccc(OC(=O)C2CC(=O)N(c3ccc(C)cc3)C2)cc1 (stereo not drawn)	-4	5	-3	2	1	1.0	-1	-1	-26
CCCC/C(C)=N/NC(=O)C(=O)NCCc1ccccc1	-8	11	-2	2	-5	1.9	10	-5	5
O=C(O)/C=C/c1ccc2c(-c3ccccc3)onc2c1	6	-4	-23	-2	1	1.4	-1	5	2
Cc1cc(C)cc(N(CC(=O)N2CC=C(c3ccccc3)CC2)S(=O)(=O)c2c(C)noc2C)c1	2	-3	10	4	2	4.1	0	-2	1
CCC(=O)Nc1cccc(C(=O)Nc2nccs2)c1	1	-4	2	3	3	-0.5	5	3	-2
O=C(CCn1c(=O)oc2ccc(Cl)cc21)NCCCN1CCOCC1	7	4	-4	2	-4	-2.0	2	-2	4
CC1(C)Cc2c(c(N3CCCC3)[nH]c(=S)c2C#N)CO1	nt	-14	-5	-10	5	0.8	0	3	5
CC(=O)N(C)c1ccc(C(O)(C(F)(F)F)C(F)(F)F)cc1	2	5	-1	9	1	-1.8	3	-2	1
O=C(Nc1ccc2c(c1)CCC2)c1cnn2c1NC(c1ccco1)CC2C(F)(F)F (stereo not drawn)	-35	7	3	3	0	1.7	25	2	3
CCOC(=O)C1CCCN(C(=O)c2ccc(CS(=O)(=O)c3ccc(Br)cc3)o2)C1 (stereo not drawn)	0	1	6	4	-9	2.8	1	-1	-2
Cc1ccc(CNC(=O)Cn2nnc(C(=O)Nc3cc(C)ccc3C)c2N)cc1	-7	-5	-3	6	2	-2.2	8	-1	1
Cc1ccc(S(=O)(=O)N2CCC(C(=O)N[C@@H](C)C(=O)NC3CCCCC3)CC2)cc1	-6	-1	1	3	-3	3.7	-3	1	-1

14 compounds out of the list, arranged by SMILES length, smallest number first:
SMILES	PAFAH2 inh	proCasp7 act	core dimer inh	procasp3 activ	PP1 counter	PP5 primary	AHR activator	TPT1 inhibitor	Fh CTSL1 inh
CCC(=O)Nc1cccc(C(=O)Nc2nccs2)c1	1	-4	2	3	3	-0.5	5	3	-2
CCCC/C(C)=N/NC(=O)C(=O)NCCc1ccccc1	-8	11	-2	2	-5	1.9	10	-5	5
O=C(O)/C=C/c1ccc2c(-c3ccccc3)onc2c1	6	-4	-23	-2	1	1.4	-1	5	2
CC1(C)Cc2c(c(N3CCCC3)[nH]c(=S)c2C#N)CO1	nt	-14	-5	-10	5	0.8	0	3	5
O=C(CCn1c(=O)oc2ccc(Cl)cc21)NCCCN1CCOCC1	7	4	-4	2	-4	-2.0	2	-2	4
CC(=O)N(C)c1ccc(C(O)(C(F)(F)F)C(F)(F)F)cc1	2	5	-1	9	1	-1.8	3	-2	1
Cc1cc(SCC(=O)N/N=C/c2ccccc2C(=O)O)c(C)cc1Br	1	1	7	1	-2	0.4	1	-3	2
Cc1ccc(CNC(=O)Cn2nnc(C(=O)Nc3cc(C)ccc3C)c2N)cc1	-7	-5	-3	6	2	-2.2	8	-1	1
COc1ccccc1NC(=O)CSc1nnc(Cc2cccn2C)n1-c1ccc(F)cc1	-5	-4	7	6	6	0.8	2	-2	-1
CCCS(=O)(=O)N1CCN(S(=O)(=O)c2ccccc2[N+](=O)[O-])CC1	nt	-4	-1	4	-2	0.7	-3	2	1
CCOC(=O)C1CCCN(C(=O)c2ccc(CS(=O)(=O)c3ccc(Br)cc3)o2)C1 (stereo not drawn)	0	1	6	4	-9	2.8	1	-1	-2
Cc1ccc(S(=O)(=O)N2CCC(C(=O)N[C@@H](C)C(=O)NC3CCCCC3)CC2)cc1	-6	-1	1	3	-3	3.7	-3	1	-1
CCN(CC)S(=O)(=O)c1ccc(NC(=O)C(C)N(c2ccc(OC)cc2)S(C)(=O)=O)cc1 (stereo not drawn)	2	-2	-2	-2	2	4.5	-2	1	-8
Cc1cc(C)cc(N(CC(=O)N2CC=C(c3ccccc3)CC2)S(=O)(=O)c2c(C)noc2C)c1	2	-3	10	4	2	4.1	0	-2	1

The listing continues.
SMILES	PAFAH2 inh	proCasp7 act	core dimer inh	procasp3 activ	PP1 counter	PP5 primary	AHR activator	TPT1 inhibitor	Fh CTSL1 inh
CC(=O)Nc1cccc(NC(=O)CSc2ncc(-c3ccccc3)[nH]2)c1	-15	-8	-2	3	-2	-3.0	8	1	0
CC1CCN(Cc2c(C(=O)N/N=C/c3ccc(C(F)(F)F)cc3)nnn2-c2nonc2N)CC1	-7	-6	17	8	0	2.4	6	-4	4
CCCCN(C(=O)COC(=O)c1ccc(C)s1)c1c(N)n(CCC)c(=O)[nH]c1=O	7	11	nt	6	nt	nt	-1	nt	nt
Cc1ccc(OCC(=O)NCc2cccs2)cc1	-2	-2	-5	-6	1	2.8	2	-4	-2
COc1ccc(-c2nn(-c3ccccc3)cc2/C=N/NC(=O)c2cccc(S(=O)(=O)Nc3ccccc3Cl)c2)cc1	-71	1	45	5	5	3.9	11	0	3
CCC1Oc2ccccc2N(CC(=O)NC2CCCC2)C1=O (stereo not drawn)	-1	5	6	11	-1	1.8	-1	-2	-2
O=C(CNC(=O)c1ccncc1)N/N=C/c1ccccn1	-2	6	4	1	-1	3.7	-1	0	3
Cc1ccc(CN2C(=O)/C(=C\c3ccc(C(=O)NCc4cccnc4)cc3)Oc3ccccc32)cc1	nt	25	10	27*	7	-1.2	3	-1	2
O=C(CCNC(=O)c1ccc(Br)cc1)Nc1ccc(S(=O)(=O)Nc2ncccn2)cc1	7	0	3	5	-3	-2.0	1	3	3
C(=N\NCc1ccccc1)/c1ccc2nccnc2c1	nt	-1	-4	-9	0	0.4	25	0	0
Cc1nnc(SCC(=O)c2cc(C)n(C3CC3)c2C)s1	1	-2	-3	-2	1	-0.3	-3	-3	-3
CC(C)(C)NC(=O)CN(Cc1cccs1)C(=O)CCN1CCc2ccccc21	9	2	-5	5	-5	-0.6	6	1	2
O=C(Cn1nnc(-c2ccc(OCc3ccccc3F)cc2)n1)N1CCOCC1	5	11	-1	4	0	0.8	-2	-1	1
CCC(C)N(C(=O)COC(=O)CSc1ccc(C)c(C)c1)C1CCS(=O)(=O)C1 (stereo not drawn)	7	-1	nt	3	-1	1.4	-1	nt	nt
CCOC(=O)c1csc(NC(=O)c2cccs2)n1	-2	11	-6	5	1	0.7	1	0	5
Cc1c(NC(=O)CN2C(=O)NC(C)(c3ccccc3)C2=O)c(=O)n(-c2ccccc2)n1C (stereo not drawn)	-3	1	-2	6	-6	-1.5	-1	-4	-2
CC(=O)c1ccc(NC(=O)CN2C(=O)COc3ccc(Cl)cc32)cc1	-8	5	0	7	-3	-2.8	32	2	-2
Oc1ccccc1/C=N/Nc1nc2ccccc2o1	29	-7	-7	-18	-4	1.0	15	-4	9
COC(=O)COC(=O)c1ccc(Oc2nc(OC)nc(N(C)C)n2)cc1	-4	-10	0	1	-2	-0.3	1	-1	-4
COc1cccc(C2NC(=S)NC(C)=C2C(=O)c2ccccc2)c1OC (stereo not drawn)	-2	-3	8	-15	-2	3.3	-2	-3	5
CCc1ccc(/C=C2\Oc3cc(OC(=O)N4CCOCC4)ccc3C2=O)cc1	3	-8	6	-12	1	0.4	5	2	3
Cc1occc1C(=O)Nc1ccc(S(=O)(=O)N2CCCC2)cc1	7	9	3	4	-4	-1.0	2	-2	-1
CC1CN(CC(=O)Nc2cc(S(=O)(=O)N3CCCC3)ccc2Cl)CC(C)O1 (stereo not drawn)	1	1	-2	5	-5	-1.6	2	-1	-2
O=C(Cn1nnc(-c2ccccc2Cl)n1)NCc1ccc2c(c1)OCO2	5	3	2	3	-2	-1.8	64*	-3	-3
COc1cccc(CN2CCNC(=O)C2CC(=O)N(C)C2CCCCC2)c1OC (stereo not drawn)	2	-1	2	-7	2	1.5	-2	0	1
Cc1ccc(S(=O)(=O)Nc2cccc(C(=O)NCCCn3ccnc3)c2)cc1F	4	7	-3	15	-6	-1.4	4	-1	2
Cc1ccc(C)c(N2CCN(C(=O)c3ccc4nc(N5CCOCC5)sc4c3)CC2)c1	2	3	3	-1	-3	0.3	7	2	2
CCN(CCCNC(=O)c1[nH]c(C)c(C(C)=O)c1C)c1ccccc1	1	9	-5	3	-1	0.9	3	-5	-4
Cc1ccc(NC(=O)c2oc3ccccc3c2NC(=O)C2CC2)cc1	-3	2	11	4	-3	1.0	122*	-5	-4
COc1ccc(C2(C(=O)Nc3cc(C)on3)CCOCC2)cc1	0	12	-8	-1	-1	0.4	-2	6	1
Oc1ccc(N=Nc2nccs2)c(O)c1	4	-25	-12	-8	3	5.7	0	-5	7
CN(C)C(=S)NC(=NCc1ccc([N+](=O)[O-])cc1)c1ccccc1	-8	-5	5	-4	7	-0.5	1	0	-7
CN(C(=O)c1cccc(NC(=O)C2CCN(C(=O)OC(C)(C)C)CC2)c1)C1CCC1	1	-5	nt	-2	nt	nt	0	nt	nt
CCN(CC(=O)NC1CCS(=O)(=O)C1)C(C)C(=O)Nc1ccc(F)cc1 (stereo not drawn)	-5	-4	nt	6	-3	1.4	4	nt	nt

Screening data (PubChem BioAssay)
